Source: PubChem BioAssay
Rad51 HR inh: human RAD51 strand exchange inhibitors, primary screen, biochemical, fluorescence | AID 1385, 2008 | hRad51 DNA strand exchange, fluorescence dequenching | 0.085% of 200,000 active | inhibition, % at 10 µM;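 active = inhibition above 40% at the single screening dose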;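 also: 0% = DMSO control wells and 100% = blanks with heterologous ssDNA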
Target sequence (Q06609 whole entry, looked up): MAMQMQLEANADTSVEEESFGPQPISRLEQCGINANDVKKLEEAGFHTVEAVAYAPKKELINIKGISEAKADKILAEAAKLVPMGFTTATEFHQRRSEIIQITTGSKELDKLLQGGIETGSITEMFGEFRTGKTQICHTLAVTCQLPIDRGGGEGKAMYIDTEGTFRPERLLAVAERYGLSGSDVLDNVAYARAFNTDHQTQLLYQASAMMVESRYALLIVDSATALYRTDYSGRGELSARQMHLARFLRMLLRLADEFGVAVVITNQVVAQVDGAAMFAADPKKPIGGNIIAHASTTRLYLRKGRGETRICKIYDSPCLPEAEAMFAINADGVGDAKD
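Test system: preformed human Rad51 ssDNA filaments. Compound dosing: single dose, 10 µM final compound. Incubation: filaments 15 min 37 °C, then compound 30 min. Technique: FRET fluorescence dequenching, excitation 485 nm, emission 520 nm. Read-out basis: percent inhibition from fluorescence, normalised to plate control and blank means. Benchmarks: plate controls and plate blanks.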
FXIIa inh 1536: human FXIIa protease inhibitors, primary screen, biochemical, 1536-well; purified FXIIa, Boc-QGR-AMC fluorogenic substrate, 2 h; 0.3% of 220,000 active; AID 800, 2007; inhibition, % at 5 µM; in the data active = inhibition above about 40%;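 also: 0% = enzyme with no compound and 100% = blank without enzyme; many of its hits are not listed in these tables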
Mdm2 ligase inh: MDM2-luciferase reporter signal enhancers, primary screen, MDM2 E3 ligase inhibitor project, cell-based, luminescence, 1536-well. signal enhancement, % at 5 µM. 0.11% of 210,000 active. cell-based MDM2 ubiquitination luciferase reporter, 2 h; 0 = plate control, 100 = twice control, blank-subtracted. E3 ubiquitin-protein ligase Mdm2 (Homo sapiens), Q00987;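 active = signal enhancement of 30% or more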;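 also: luminescence tracks abundance of the self-degrading MDM2-luciferase fusion protein; higher signal means inhibition of MDM2 E3 ligase activity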
Target sequence (Q00987 whole entry, looked up, the tested form may be a part): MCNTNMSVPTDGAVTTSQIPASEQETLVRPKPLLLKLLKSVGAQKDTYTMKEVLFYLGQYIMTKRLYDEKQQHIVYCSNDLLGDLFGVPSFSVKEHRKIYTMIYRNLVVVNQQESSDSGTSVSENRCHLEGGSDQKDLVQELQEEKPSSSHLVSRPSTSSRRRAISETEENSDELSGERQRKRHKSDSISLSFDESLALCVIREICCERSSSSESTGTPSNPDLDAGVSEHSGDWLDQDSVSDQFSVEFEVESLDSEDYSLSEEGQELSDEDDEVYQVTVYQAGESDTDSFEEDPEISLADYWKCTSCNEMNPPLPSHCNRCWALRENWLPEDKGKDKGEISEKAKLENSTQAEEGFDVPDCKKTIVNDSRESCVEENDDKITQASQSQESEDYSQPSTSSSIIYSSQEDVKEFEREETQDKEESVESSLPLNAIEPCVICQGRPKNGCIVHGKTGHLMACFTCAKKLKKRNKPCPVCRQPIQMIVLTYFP
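Test system: mammalian cells stably expressing self-ubiquitinating, self-degrading MDM2 E3–luciferase fusion; Amount: 2000 cells in each well; Medium: DMEM; Schedule: 4 h settle plus 2 h compound, 37 °C; Technique: SteadyLite luciferase luminescence after 15 min room-temperature reagent incubation; Benchmarks: plate control and blank wells.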
hK5 inh: human KLK5 protease inhibitors, primary screen, biochemical, 1536-well. 0.59% of 210,000 active. inhibition, % at 5 µM. Kallikrein-5 (Homo sapiens), Q9Y337. AID 873, 2007. recombinant hK5, fluorogenic AMC substrate cleavage;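 active = inhibition of 40% or more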;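 also: 0% = enzyme controls without compound and 100% = no-enzyme blanks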
Target sequence (Q9Y337 67-293 limits assumed): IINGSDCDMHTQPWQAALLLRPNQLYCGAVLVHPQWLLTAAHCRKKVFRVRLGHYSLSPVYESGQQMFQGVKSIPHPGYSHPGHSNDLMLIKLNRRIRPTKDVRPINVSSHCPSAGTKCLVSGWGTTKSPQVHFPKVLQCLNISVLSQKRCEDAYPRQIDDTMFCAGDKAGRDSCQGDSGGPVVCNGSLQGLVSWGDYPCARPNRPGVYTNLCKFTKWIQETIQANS
Wee1 stabilizer: Wee1 degradation inhibitors, primary screen, cell-based, HeLa, Wee1K328M-luciferase, luminescence; HeLa Luc-Wee1K328M stability; 100% = proteasome inhibitor MG132 effect; reporter increase, % at 5 µM; 1.2% of 220,000 active;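 active = activation above the mean of all tested compounds plus 3 SD, set per screening run, cut at about 8.8% in these data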;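 also: cells exposed to compound for 20 h before luminescence read; 0% = DMSO alone and 100% = MG132 at 30 µM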
eIF4E-4G inh: eIF4E–eIF4G protein interaction inhibitors, primary screen, biochemical, uHTS, TR-FRET, eIF4GI fragment. Eukaryotic translation initiation factor 4E (Mus musculus) + Eukaryotic translation …. TR-FRET eIF4E-eIF4GI(517-606) binding, 2 h. inhibition, % at 21.7 µM. 0.37% of 220,000 active;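 active = inhibition above about 30%, limit read from the data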;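 also: 0% = full FRET control wells and 100% = background wells lacking eIF4GI fragment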
14-3-3 Bad inh: inhibitors of 14-3-3 zeta/Bad binding, primary screen, biochemical, TR-FRET, bovine 14-3-3 zeta. TR-FRET 14-3-3zeta/Dy647-pBad peptide displacement, 1 h. inhibition, % at 21.7 µM. 0.71% of 220,000 active. AID 781, 2007;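 active = inhibition above about 70%, limit read from the data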;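 also: 0% = full 14-3-3 plus peptide FRET controls and 100% = background without 14-3-3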
p97 inhibitor: inhibitors of human p97 ATPase, primary screen, biochemical; Transitional endoplasmic reticulum ATPase (Homo sapiens), P55072; recombinant p97 ATPase, Kinase-Glo ATP luminescence, 3 h; inhibition, % at 8 µM; 0.42% of 220,000 active; AID 1481, 2009; in the data active = inhibition above about 15%;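 also: 0% = DMSO vehicle and 100% = wells lacking enzyme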
FXIa inh 1536: human FXIa protease inhibitors, primary screen, biochemical, 1536-well; purified FXIa, Boc-Glu-Ala-Arg-AMC fluorogenic substrate; inhibition, % at 5 µM; 0.14% of 220,000 active; AID 798, 2007;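 active = inhibition of at least 40%; inactive = inhibition below 40%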;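 also: fluorescence of freed AMC excited at 355 nm; 0% = enzyme without compound and 100% = no enzyme blank; many of its hits are not listed in these tables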
Starred values were filed as active, the others as inactive; . = not tested or not shown; [ ] = another dose, or the depositor's remark.

SMILES	Rad51 HR inh	FXIIa inh 1536	Mdm2 ligase inh	hK5 inh	Wee1 stabilizer	eIF4E-4G inh	14-3-3 Bad inh	p97 inhibitor	FXIa inh 1536
CCOc1ccc(-n2c(=O)c3c(C)c(C)sc3n(CC(=O)NCc3ccco3)c2=O)cc1	0	10	1	-1	-2	0	14	-6	7
Cc1cccc(C(=O)NC(=S)NNC(=O)c2cccs2)c1	2	8	6	-90	3	7[fluorescence artefact?]	-23	1	7
CC(C)CC(=O)Nc1ccc2nn(-c3ccccc3)nc2c1	.	7	2	-19	4	8	3	-2	4
Cc1nc2cc(C(F)(F)F)ccc2n1C1CCN(CC(=O)NC(C)(C)C)CC1	-4	1	-15	0	-2	-4	-4	0	4
Cc1ccc(C)c2[nH]c(=O)c(C(c3nnnn3Cc3ccccc3)N3CCc4ccccc4C3)cc12 (stereo not drawn)	-3	3	-14	-1	5	-66[fluorescence artefact?]	-14[fluorescence artefact?]	1	-16
O=C(C(=O)N1CCOCC1)c1c[nH]c2ccccc12	-7	9	-8	13	-2	2	-8	3	0
CC1CCCC(C)N1C(=O)CN1CCN(c2nc(-c3ccc(F)cc3)cs2)CC1 (stereo not drawn)	-1	19	-15	-3	3	-8	15	-6	9
COC(=O)c1cc(Cl)c(NC(=O)c2ccc(F)cc2)cc1OC	7	16	-2	-9	0	15	-10[fluorescence artefact?]	-1	5
Cc1ccc2sc(NC(=O)CN3C(=O)CCC3=O)nc2c1C	-9	10	-13	-6	-1	-3	4	5	4
O=C(CN1C(=O)CSc2ncccc21)NCCN1CCOCC1	9	5	-6	-1	-2	3[fluorescence artefact?]	4	1	-2
Cc1ccc(CN2CCN(Cc3cnn(-c4ccc(Cl)cc4)c3)CC2CCO)o1 (stereo not drawn)	-2	11	0	5	5	2	-16	7	0
O=C(NCc1n[nH]c(=S)n1-c1ccc(Br)cc1)c1ccc(S(=O)(=O)N2CCCC2)cc1	-12	4	-9	17	-2	-1	-12	-2	-1
Cc1nn(C)c(Cl)c1NC(=O)OCc1ccccc1	4	23	-18	-8	-1	-6	13	2	19
CC1=C(C(=O)Nc2ccccc2Cl)C(c2ccc(N(C)C)cc2)NC(=O)N1 (stereo not drawn)	-14	10	-10	1	4	-2	2	-1	5
COc1ccc(Cl)cc1C(=O)Nc1cccc(-c2ccc3nncn3n2)c1	14	-7	-15	-9	-2	29	17	5	-5
Cc1ccc(-c2nnc(SCC(=O)Nc3ccccc3N3CCOCC3)o2)cc1	0	11	-1	0	1	-11	-4[fluorescence artefact?]	1	-1
O=C(O)c1ccc(/C=N/n2cc(-c3ccccc3)[nH]c2=S)cc1	-14	3	2	-9	-3	-4	-2	9	5
COc1ccc(C2C(C(=O)Nc3cc(OC)c(OC)c(OC)c3)c3ccccc3C(=O)N2C)cc1OC (stereo not drawn)	-1	10	16	5	0	-3	-12	5	-1
O=C(O)c1cnc2[nH]c3ccccc3n2c1=O	-8	9	-15	24	0	9	16	-2	22
CCc1ccccc1NC(=O)CN(C)C(=O)CSc1nnc(Nc2cccc(C)c2)s1	-11	10	-7	-19	3	2	-19[fluorescence artefact?]	10	5

Part of the list above in order of length of the SMILES, high to low:
SMILES	Rad51 HR inh	FXIIa inh 1536	Mdm2 ligase inh	hK5 inh	Wee1 stabilizer	eIF4E-4G inh	14-3-3 Bad inh	p97 inhibitor	FXIa inh 1536
O=C(NCc1n[nH]c(=S)n1-c1ccc(Br)cc1)c1ccc(S(=O)(=O)N2CCCC2)cc1	-12	4	-9	17	-2	-1	-12	-2	-1
CCc1ccccc1NC(=O)CN(C)C(=O)CSc1nnc(Nc2cccc(C)c2)s1	-11	10	-7	-19	3	2	-19[fluorescence artefact?]	10	5
Cc1cccc(C(=O)NC(=S)NNC(=O)c2cccs2)c1	2	8	6	-90	3	7[fluorescence artefact?]	-23	1	7
O=C(C(=O)N1CCOCC1)c1c[nH]c2ccccc12	-7	9	-8	13	-2	2	-8	3	0

Additional compounds follow:
SMILES	Rad51 HR inh	FXIIa inh 1536	Mdm2 ligase inh	hK5 inh	Wee1 stabilizer	eIF4E-4G inh	14-3-3 Bad inh	p97 inhibitor	FXIa inh 1536
CCCCCC(C(=O)O)C(C)CC(=O)NC1CCCCC1 (stereo not drawn)	-1	16	4	-11	-1	-8	-3	-2	2
CC(=O)c1sc(N/N=C\c2ccc(C)cc2)nc1C	-2	2	2	-11	0	7	-14	-5	1
CCOC(=O)c1ccccc1NC(=O)CN(c1ccccc1OCC)S(C)(=O)=O	3	0	-8	-24	1	3	-8[fluorescence artefact?]	2	2
COc1cc(C(=O)NNC(=O)C2CC=CCC2C(=O)O)cc(OC)c1OC (stereo not drawn)	9	6	0	-14	0	30*[fluorescence artefact?]	1	6	3
Cc1ccc(Cl)cc1N1CCN(S(=O)(=O)N2CCCCC2)CC1	0	6	-8	-7	4	2	-2	-1	-4
COc1ccccc1NC(=O)/C(=N/OCc1ccc(C#N)cc1)C(C)=O	14	6	-11	-1	-2	-2	-4	1	0
Cc1cccc(N2CCN(C(=O)C3(S(=O)(=O)c4ccc(Cl)cc4)CC3)CC2)c1C	6	6	-6	8	2	-2	-24	5	-1
COC(=O)c1ccc(-c2ccc(OC)c([C@H]3[C@H]4C=CC[C@@H](C)[C@@H]4C(=O)N3Cc3ccccc3)c2)cc1	2	4	10	0	.	-6	-8	.	-4
CCN1CCN(C(c2cc(OC)ccc2OC)c2nnnn2Cc2ccccc2)CC1 (stereo not drawn)	5	16	-14	-13	-1	8[fluorescence artefact?]	79*	-2	2
O=S(=O)(c1cccc2cccnc12)N1CCc2ccccc21	-7	2	2	-1	-2	3	-2	5	-3
O=C(NCCOC(=O)c1ccc(C(=O)OCCNC(=O)c2ccccc2)o1)c1ccccc1	-5	11	-1	0	0	-3	-3	-1	3
N#C/C(=C\c1ccc(O)c(O)c1)C(=O)NCCCc1ccccc1	0	9	.	14	-2	2	2	3	3
CCN(CC)c1ccc(/C=C2\CCC(/C=N/NC(=O)c3ccc(=O)n(C)c3)=C2N2CCOCC2)cc1	-108	4	-8	-3	-1	-2	5	2	6
CCCOc1ccc(C(=O)NCC2OCCc3ccccc32)cc1OC (stereo not drawn)	3	4	-11	-5	5	-3	-7	0	-3
CSc1nsc(SC)c1C(N)=O	-14	4	6	-4	-2	4	-4	-1	-2
COn1c(SCc2cccnc2)nc2ccccc2c1=O	1	29	-2	-21	-2	12	-6	1	0
CCOc1ccc(S(=O)(=O)Nc2ccncc2)c(C)c1C	-1	3	-8	8	1	-4	-2	0	4
Cc1cccc(-c2cc(C(=O)N3CCCc4ccccc43)c3ccccc3n2)c1	1	15	-5	-5	2	5[fluorescence artefact?]	7	4	5
COc1ccc2[nH]c(C)c(CCNC(=S)Nc3ccc(C)cc3)c2c1	1	2	-6	-4	-1	1	-10	4	-3
Cc1sc2nc(C(C)Nc3ccccc3N3CCOCC3)[nH]c(=O)c2c1C (stereo not drawn)	-6	13	-27	-7	0	-25	-25	4	2
Cc1ccccc1NC(=O)COC(=O)CCc1nc2ccccc2c(=O)[nH]1	12	10	-3	2	-2	5	-9	4	-2
O=C(CSc1nnc(-c2cccs2)o1)N1CCCCC1	-6	6	-22	-4	0	1	5	4	-4
Cc1ccsc1/C=N/n1c(-c2cc(-c3ccccc3)n[nH]2)n[nH]c1=S	3	9	-9	2	-3	-5	3	0	14
CCOC(=O)c1cnc2ccccc2c1NCc1ccco1	-6	6	7	-1	3	3	-7	-5	1
c1ccc(COc2ccc(Nc3ncnc4nc[nH]c34)cc2)cc1	4	22	-38	-14	-1	-1	6	-3	7
CC(=O)[C@@]1(O)C(C)CC2C3C=C(C)C4=Cc5c(cnn5-c5ccccc5)C[C@]4(C)C3C(O)C[C@@]21C (stereo partly drawn)	-3	7	.	1	6	-11	0	-4	-1
O=C1CC(c2ccc(F)cc2)Sc2ccccc2N1 (stereo not drawn)	-4	-4	3	1	-3	-5[fluorescence artefact?]	1	-5	2
CCNC(=S)N(CCc1ccccc1C)Cc1cc2cc(OC)c(OC)cc2[nH]c1=O	9	11	-11	-22	-3	3	-19[fluorescence artefact?]	2	4
CC(=O)N1CCCN(Cc2cn(-c3cccc(C)c3)nc2-c2cccc(F)c2)CC1	.	2	17	-2	-4	4	51	-7	-4
O=C(CN1CCSc2ccccc21)NCCCc1ccccc1	31	2	1	-8	-1	5	-12	0	-4
CSc1cccc(NC(=S)N(Cc2ccccc2)Cc2ccccn2)c1	-44	28	-29	1	4	-2	-6	-11	5
CC1(C(=O)N2CCN(c3ccccc3)CC2)CC1(Cl)Cl (stereo not drawn)	5	12	-4	4	0	-4	-3	2	-2
CC(C)OC(=O)C1C(=O)CC(C)(O)C(C(=O)OC(C)C)C1c1ccc([N+](=O)[O-])cc1 (stereo not drawn)	3	9	-14	4	-3	5	-7	-4	1
O=C(CCC(=O)Nc1ccccc1Cl)NNC(=O)c1ccco1	-3	9	-11	-16	-1	-6	-20[fluorescence artefact?]	3	7
COc1cc(C)nc(N2CCC(C(=O)NC3CCCCC3)CC2)n1	4	5	-16	-19	3	-8	-13	-2	1
COC(=O)c1ccc(=O)n(Cc2ccc3c(c2)OCO3)c1	7	-11	-10	0	6	6[fluorescence artefact?]	6[fluorescence artefact?]	-2	-6
O=C(Nc1cnc2ccccc2c1)N1CCOCC1	6	8	7	-12	0	1	0	4	-2
COc1ccccc1NS(=O)(=O)c1cc(Cl)ccc1OC	8	19	-19	-23	2	0	8	-2	18
Cc1c(C(=O)Oc2cccc3cccnc23)cccc1[N+](=O)[O-]	11	9	-3	-22	0	1	-14	2	-3
CCOC(=O)CSc1nn(C)c(=S)s1	11	16	-20	-4	0	3	49	-7	10
CC(CCc1ccccc1)NC(=O)C1CCN(c2nnc(-n3cccc3)s2)CC1 (stereo not drawn)	-6	6	-17	-2	3	2[fluorescence artefact?]	-2	1	2
Cn1c(SCC(=O)Nc2ccccc2F)nnc1-c1cc2ccccc2o1	-2	10	3	-5	-2	0	5	1	-2
CN(C)c1cc(=O)n2c(n1)SCCC2	0	13	-5	-26	0	-5	-8	-3	1
COc1ccccc1NC(=O)C1CCCN(c2cc(C)nc3ncnn23)C1 (stereo not drawn)	-2	14	13	-6	2	-3	-1	-7	8
CC(C)NC(=O)c1onc(CSc2ccc(F)cc2)c1C(=O)O	4	10	-14	-13	0	0[fluorescence artefact?]	8	2	4
O=C(COC(=O)/C=C/c1ccc2c(c1)OCO2)Nc1ccc(S(=O)(=O)N2CCCC2)cc1	.	9	.	-10	4	-1	-7	2	2
O/N=C1\CCCc2ccc(Cl)cc21	-3	5	-5	-21	-1	-2	-8	-1	-2
